Nrf2 ARE act = activators of Nrf2 (ARE) signaling. AREc32 ARE-luciferase reporter (MCF7-derived line), luminescence, 24 h. Potency, µM (top dose mostly 46.1 µM), for inactives: top-dose activation, actives largely listed as activators. hit rate 0.31% among 410,000. AID 624171; also: potency is read from the fitted curve at half-maximal effect; % of control where 0% means no effect; nearly all actives have a fitted effect of over 65% in size
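ARE-driven firefly luciferase activity in AREc32 cells measured after a 24 hr compound exposure at 37 deg C, using Steady-Glo reagent and a 30 min room-temperature hold.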
HepG2 viability = kills HepG2 cells in TGF-b inhibitor counter-screen; hit rate 0.76% among 410,000; HepG2 CAGA-GFP viability, ATP luminescence, 18 h; Potency, µM (top dose mostly 46.1 µM), inactives show at the highest dose activity change, negative = cytotoxicity, hits mostly cytotoxic; also: potency is read from the fitted curve at half-maximal effect; some results filed as inactive show a strong effect at the top dose
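HepG2 CAGA-GFP cells (1000/well, DMEM with 1% FBS) received compound, then TGF-beta at 500 pg/mL final, and were incubated 18 hours at 37 degrees C. Viability was read by CellTiter-Glo luminescence. Media-only wells were set as complete cell-killing and DMSO as no toxicity.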
S2 tox = cell viability loss in ATXN counter-screen; S2 cells (HEK-293 line with an ATXN2-luciferase reporter) viability, CellTiter-Fluor protease fluorescence, 24 h; Potency, µM (series often up to 56.7 µM), usual class: cytotoxic; hit rate 0.49% among 400,000; AID 651635; also: potency is read from the fitted curve at half-maximal effect; nearly all actives have a fitted effect of over 40% in size
pAkt inh = Akt phosphorylation inhibition; Neuro2A IGF-stimulated pAkt S473 HTRF, 20 min; active compounds read low; activity change, % for hits at 50 µM; hit rate 0.32% among 360,000; AID 651550; in the data active = activity change below about -80%; inconclusive = mostly about -51% to -80%; also: % is scaled to controls: 0 for no effect and ±100 for the full control effect
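Single-point screen (50 µM final compound) in Neuro2A cells stimulated 20 min with 6 nM IGF at 37 deg C. After lysis, Ser473-phosphorylated Akt read by HTRF (ex 330 nm, em 615/665 nm) as the 665/615 ratio.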
MmCpn inh = inhibitors of Methanococcus maripaludis chaperonin (MmCpn) | purified Mm-Cpn ATPase, ADP Transcreener TR-FRET | hit rate 0.031% among 330,000 | AID 504842 | Potency, µM (doses to about 76.9 µM), inactives show at the top dose activity, negative = inhibition, hits mostly inhibitors; also: potency is read from the fitted curve at half-maximal effect; % is scaled to controls: 0 for no effect and ±100 for the full control effect; nearly all actives have a fitted effect of over 80% in size
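Purified archaeal chaperonin (25 nM final) was preincubated with compound for 10 min at 37°C, then ATP (10 uM final) was added for 30 min at 37°C in Tris pH 7.4/KCl/MgCl2/DTT buffer. ADP was quantified by HTRF Transcreener TR-FRET.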
TGFb inhibitor = TGF-b pathway inhibition; HepG2 CAGA-GFP TGF-b/SMAD3 reporter, GFP fluorescence, 18 h; TGF-beta stimulated, 500 pg/mL final; hit rate 1.2% among 410,000; Potency, µM (titrated, usually from 46.1 µM), for inactives: at the top dose activity, negative = inhibition, usual class: inhibitors; AID 588855; also: potency is read from the fitted curve at half-maximal effect; % is scaled to controls: 0 for no effect and ±100 for the full control effect; nearly all actives have a fitted effect of over 65% in size
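HEPG2 CAGA-GFP, 1000 cells/well; 2 h settle, 37 C; cpd via pin tool; TGF-b 500 pg/mL final; 18 h, 37 C; GFP imaging ex488/em500-530; %Activity normalised to -TGF-b and +DMSO controls; CRC fit, curve class.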
Nrf2 inh = blocks Nrf2 signaling. A549 ARE-Fluc reporter, luciferase luminescence, 18-24 h. Potency, µM (titrated, usually from 46 µM), for the others: at the highest dose activity change, negative = inhibition, hits mostly inhibitors. hit rate 2.1% among 360,000; also: potency is read from the fitted curve at half-maximal effect; % is scaled to controls: 0 for no effect and ±100 for the full control effect; nearly all actives have a fitted effect of over 60% in size
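A549 ARE_Fluc cells (5000/well, 5% FBS OPTI-MEM) pre-incubated 2 h, then treated with compounds 18-24 h at 37C/5% CO2 in concentration-response. CellTiter-Fluor viability read first; BugLite luciferase luminescence after 15 min at room temperature gives Nrf2 activity.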
CCT modulator = modulators of cytosolic chaperonin (CCT/TRiC) activity; purified chaperonin ATPase assay, HTRF ADP detection, 30 min; activity change, % (concentration not given with the values), hits read low; AID 651819; hit rate 0.3% among 360,000; in the data active = activity change below about -30%; also: % is scaled to controls: 0 for no effect and ±100 for the full control effect
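TRiC at 40 or 20 nM final (batch-dependent) in 30 mM Tris pH 7.4, 100 mM KCl, 5 mM MgCl2, 1 mM DTT, with compound at single 76 uM and 10 uM ATP, 30 min at 37 deg C. ADP detected by HTRF Transcreener, 665/615 ratio.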
A549 tox = counter-screen for Nrf2 inhibitors: cytotoxicity in A549 cells; A549 ARE-Fluc cells, CellTiter-Fluor viability, 18-24 h; Potency, µM (highest dose often 46 µM), for inactives: top-dose activity change, negative = cytotoxicity, most hits filed as inhibitors; hit rate 0.16% among 390,000; also: potency is read from the fitted curve at half-maximal effect; % is scaled to controls: 0 for no effect and ±100 for the full control effect
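Cytotoxicity counterscreen: CellTiter-Fluor fluorescence was measured in A549 ARE_Fluc cells after 18-24 h of compound exposure in a concentration series. The subsequent BugLite luminescent read reports ARE-luciferase activity.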
Numbers without * were called inactive; i = inactive; ? = inconclusive; nt = not tested or not shown; [ ] = remark or other dose. Unless noted, calls follow the shape of the dose curve; as a rule, active = well fitted curve in the direction sought with a large enough effect; inconclusive = small, poorly fitted or top-dose-only effect, or another doubt; inactive = no such curve, though single readings can be large; an effect the other way counts as inactive or inconclusive.

SMILES	Nrf2 ARE act	HepG2 viability	S2 tox	pAkt inh	MmCpn inh	TGFb inhibitor	Nrf2 inh	CCT modulator	A549 tox
Fc1ccc(-c2noc3ncnc(NCCc4ccc(Cl)cc4)c23)cc1	-0.8%	-25%	i	nt	nt	16%	?	nt	2%
CCOC(=O)C1(C)CCCN(C(=O)c2cccc(Cl)c2)C1 (centres undefined)	-1.0%[9.22 µM]	-3%	i	i	nt	6%	nt	-0.4	nt
NS(=O)(=O)c1ccc(NC(=S)Nc2cc(Cl)c(Cl)cc2Cl)cc1	-0.4%[9.22 µM]	-2%	i	i	-2%	-10%	7%	-1.8	13%
CC(C)CC(C)N1CCC(n2nccc2NC(=O)CCc2ccccc2)CC1 (centres undefined)	0.6%	-20%	i	nt	1%	-6%	9%	-1.0	-3%
C/C=C1\NC(=O)[C@H](C)NC(=O)[C@@H](NC(=O)[C@H](Cc2ccc(O)cc2)NC(=O)[C@@H](NC(=O)/C(C)=C/C)C(C)C)[C@@H](C)OC(=O)[C@H](CCCc2ccc(O)cc2)NC(=O)[C@@H](CCC(=O)OC)NC1=O	-1.2%	4%	i	i	nt	-8%	nt	-0.1	nt
c1ccc2sc(NCC3CCCO3)nc2c1 (centres undefined)	0.2%	8%	i	i	-3%	19%	157%	-3.0	-3%
O=C(NCc1ccccn1)Nc1cccc(Cl)c1	2.6%	-1%	i	i	-2%	-2%	?	-42*	0%
CN1CCC(N(C)C(=O)c2sc3cc(F)ccc3c2Cl)CC1	-0.3%	2%	nt	i	-2%	-19%	-4%	-8.4	5%
CCOc1ccc(NC(=O)CN(C)C(=O)c2c(-c3ccccc3)noc2C)cc1OCC	-0.8%	-10%	?	i	1%	-15%	-1%	0.2	0%
COc1ccc(OC)c(NC(=O)c2cnc(N3CCCC3)nc2C)c1	0.2%	-2%	i	nt	nt	-1%	nt	nt	0%
COc1ccc(C(=O)Oc2cccc3cccnc23)cc1[N+](=O)[O-]	0.3%	5.6µM*	?	i	-1%	6.3µM*	-7%	-2.2	3%
CCCc1cc(=O)[nH]c(SCC(=O)c2ccc3c(c2)NC(=O)CO3)n1	3.3%	-6%	i	i	-1%	-2%	3%	-1.6	4%
CC1(C)CC2CC(C)(CN2C(=S)Nc2ccccc2)C1 (centres undefined)	-0.7%	1%	nt	i	-2%	-28%	-6%	-0.4	3%
O=C1CCC(C(=O)OCc2c(Cl)cccc2Cl)N1 (centres undefined)	0.0%	44%	i	i	-1%	58%[activator]	20%	3.8	8%
O=C(NNC1=C(C(=O)C(F)(F)F)CCC1)c1ccc(Cl)cc1	4.8%	10µM*	?	i	0%	11µM*	?	-8.9	?
O=C(COC(=O)c1ccc(F)c(S(=O)(=O)N2CCOCC2)c1)NCc1ccco1	0.0%	0%	i	i	0%	0%	2%	2.4	-11%
CCOC(=O)c1c(C)[nH]c(CCC(=O)Nc2cc(C)ccc2OC)c1C	0.4%	-15%	nt	nt	nt	?	nt	nt	-9%
COc1ccc(-c2cc(C(=O)NCCN3CCOCC3)c3ccccc3n2)c(OC)c1	0.2%	-25%	i	i	nt	11%	11%	-1.2	0%
COc1ccc(CC(=O)NNS(=O)(=O)c2ccccc2[N+](=O)[O-])cc1	0.3%	12%	i	i	-8%	10%	-2%	-0.3	-7%
O=C1N/C(=N\S(=O)(=O)Cc2ccccc2)S/C1=C/c1cc([N+](=O)[O-])ccc1O	0.0%	2%	?	i	-2%	-15%	3%	-1.3	-28%
CCCC(=O)Nc1ccccc1OCc1cc(=O)n2cc(C)ccc2n1	5.3%	-2%	nt	nt	nt	13%	nt	nt	-1%
CSc1ccc(C2CC(=O)Nc3c2c(=O)n(C)c(=O)n3C)cc1 (centres undefined)	0.1%	-11%	i	i	3%	-25%	-3%	-2.5	1%
CCCC(=O)N(CCN(C(=O)CCC)c1ccccc1)c1ccccc1	0.0%	-18%	i	i	0%	-15%	?	2.3	-11%
O=C(CSc1n[nH]c(=O)n1C1CC1)Nc1ccccc1	-0.6%	-18%	i	i	-1%	-1%	-3%	-0.2	2%
CC(C)c1ccc(NC2=CC(=O)CC(C)(C)C2)cc1	-0.2%	3%	i	i	-1%	0%	2%	-3.1	2%
c1ccc2c(c1)CCc1snnc1-2	0.1%	10%	i	i	-1%	11%	14%	1.4	6%
CCOc1ncccc1C(=O)OCC(=O)NC1CCCCCC1	-0.6%	-2%	?	i	0%	-18%	5%	1.0	-2%
COc1cc(C2c3c([nH]c(=O)[nH]c3=O)Nc3ccc4ccccc4c32)ccc1O (centres undefined)	0.5%	-16%	i	i	-2%	-8%	-5%	-3.5	-2%
CCc1cc(C(=O)O)c(NC(=O)c2cc(OC)c(OC)c(OC)c2)s1	3.2%	-3%	i	i	1%	-3%	-21%	-0.2	-4%
CC1CCCCC1N1CCN(C(=O)c2cccc(F)c2)CC1 (centres undefined)	-0.5%	2%	i	i	0%	16%	nt	-0.9	2%
CCN(C(=O)Cn1nc(Cc2ccncc2)c2ccccc2c1=O)c1ccc(OC)cc1	-0.7%	-21%	nt	nt	nt	-3%	-15%	nt	3%
Cc1ccc(NC(=O)N/C=C/c2ccc(Cl)cc2)cc1	3.5%	-9%	i	i	-2%	0%	-6%	-0.5	-3%
CCOc1ccc(CNC(=O)CCCN2C(=O)C(c3ccccc3)Oc3cccnc32)cc1 (centres undefined)	-1.5%	-13%	i	i	-1%	-3%	-20%	-2.4	0%
CC1C(c2ccccc2)C(C#N)(C#N)C2(C#N)C(=O)NC1(N)C2C (centres undefined)	-0.2%	-10%	i	i	0%	18%	-1%	-2.2	-7%
CCOC(=O)Nc1ccc2c(c1)N(C(=O)CCN(CC)CC)c1ccccc1CC2	6.3%	-19%	i	i	0%	?	-29%	1.1	-18%
CCc1ccc2nc(N3C(=O)C(O)=C(C(=O)c4ccco4)C3c3cccs3)sc2c1 (centres undefined)	8.4%	-10%	i	i	?	-4%	-22%	-0.1	?
Cc1cc(N2C(=O)C(O)=C(C(=O)c3ccco3)C2c2ccccc2F)no1 (centres undefined)	0.7%	-1%	i	i	-4%	-6%	-15%	-3.4	-13%
COc1ccccc1C(=O)Nc1ccc(N2CCN(C(C)=O)CC2)cc1	0.0%	-1%	i	i	-2%	-2%	-7%	-2.2	1%
CC(=O)NCCNC(=O)c1cccc(NS(=O)(=O)c2ccc3c(c2)OCCO3)c1	-0.3%	4%	i	i	-2%	-1%	4%	0.0	0%
Cc1ccc(-n2c(C)cc(/C=N/NC(=O)CC3(C)OCCO3)c2C)cc1	3.3%	3%	i	i	1%	3%	13%	-0.5	-1%
O=S(=O)(Nc1ccc2nc(C(F)(F)F)[nH]c2c1)c1ccccc1	-0.3%	4%	i	i	0%	-13%	?	-1.9	-11%
CN(C)CCCOC(=O)N1c2ccccc2C=Cc2ccccc21	-0.2%	-30%	i	i	0%	0%	10%	-1.9	0%
N#Cc1cnn(-c2cccc(Cl)c2)c1-n1cccc1	-0.1%	-10%	i	i	2%	-22%	-12%	0.5	-4%
Cc1nc(SCC(=O)N2CCCCCC2)[nH]c(=O)c1C	0.9%	0%	i	i	-7%	14%	0%	2.0	2%
Cc1cc(=O)[nH]c(SCC(=O)Nc2nc3c(s2)CCCC3)n1	3.1%	-21%	?	i	-1%	-17%	?	-4.9	nt
COC(=O)c1ccccc1NC=C1C(=O)OC2(CCCCC2)OC1=O	0.0%	2%	i	i	-1%	-12%	12%	2.9	-3%
N#C/C(=C\c1cn(CC(=O)O)c2ccccc12)C(=O)NCc1ccccc1	4.2%	-4%	i	i	-4%	-8%	-15%	0.8	?
CCOC(=O)/C(C#N)=C1/C=CN(Cc2ccccc2)C=N1	-0.8%	8%	i	i	1%	-3%	10%	-3.3	-4%
CC(C)(C)OC(=O)N1CCN(C(=O)c2ncn3c2c(=O)[nH]c2ccccc23)CC1	0.0%	-4%	i	i	nt	0%	nt	1.0	nt
O=C(NNC(=O)c1ccc2ccccc2c1O)NC1CCCCC1	-0.5%	-13%	i	i	-5%	-14%	0%	-2.1	3%
COc1ccccc1C(=O)Nc1ccc(C)c(S(=O)(=O)N2CCCCC2)c1	3.8%	7%	i	i	-4%	-8%	?	-6.4	0%
CN(c1ccccc1C(=O)Nc1cccc(Cl)c1Cl)S(C)(=O)=O	-0.7%	4%	i	i	0%	-9%	6%	-0.1	-9%
CCCN(C(=O)c1cc(S(=O)(=O)N2CCCCC2)ccc1Cl)C1CCS(=O)(=O)C1 (centres undefined)	0.2%	10%	i	i	2%	-1%	1%	-2.5	0%
O=C(Nc1cccc(Cl)c1N1CCCC1)c1cc2ccccc2o1	9.5%	0%	i	i	2%	?	nt	0.8	0%
Cc1cccc(Nc2nc3c(S(=O)(=O)c4ccccc4)nnn3c3ccccc23)c1C	0.2%	-2%	?	i	-8%	0%	-13%	-1.8	0%
Cn1c(NC(=O)c2ccco2)c(-c2ccccc2Cl)c(=O)c2ccccc21	0.1%	1%	i	i	1%	?	6%	0.8	5%
COC(=O)COC(=O)CC(CC(N)=O)c1ccccc1 (centres undefined)	0.3%	5%	nt	nt	-3%	-19%	6%	0.1	5%

An unsorted share of the library. Share with any hit: about 4.4%.
